High-throughput results as filed in PubChem BioAssay.
Dynein transport: blocks dynein driven cargo transport along microtubules. 3617.4 mouse cells, GR-EGFP nuclear translocation imaging; test concentration mostly 20 µM; stimulated with dexamethasone, 1 µM; stronger effect = lower value. z-score, hits read low. hit rate 0.47% among 220,000;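 active means plate z-score of nuclear minus cytoplasmic receptor signal below a set negative limit, without overly bright fluorescence or cell loss, cut at about -3.5 in these data, passing the limit was not always enough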;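 further: z-score of nuclear minus cytoplasmic ring GR-EGFP intensity difference per well; some compounds called inactive have numbers as strong as hits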
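medium = tetracycline-free induction medium containing charcoal-stripped FBS | probe or stimulus = dexamethasone, 1.0 µM final | timing = 48 h induction, then 1 h compound, then 30 min agonist, 37 °C | detection = automated 10x imaging of fixed Hoechst-stained cells | read-out basis = nuclear versus cytoplasmic GR-EGFP signal, averaged per well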
WT yeast gro inh: growth inhibition of WT yeast, mitochondrial fusion screen | mitochondrial fusion phenotypic screen, WT strain | inhibition, % at 10 µM | hit rate 2.1% among 190,000 | AID 1362; in the data active means inhibition above about 58%; tested in S. cerevisiae
M17LAP inhibition: P. falciparum M17LAP inhibitors, primary screen, biochemical, fluorogenic H-Leu-NHMec substrate, 1536-well (AID 1619); inhibition, % at 30 µM; hits with a dose series show IC50 in µM; recombinant M17LAP, H-Leu-NHMec fluorogenic kinetic assay; higher % means a stronger effect; hit rate 0.38% among 220,000;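 active means compound inhibiting the enzyme by more than half at any dose during confirmatory dose-response retesting; inconclusive means strong single-dose inhibitors picked by rank but not retested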;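 further: plate controls were full reaction with DMSO carrier for no effect and no enzyme background for full effect; strong numbers were not always called active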
Autophagy mod: modulators of autophagy | MEF GFP-LC3 puncta imaging; test concentration mostly 10 µM | hit rate 0.98% among 190,000 | calls only at 10 µM (by protocol) | AID 463193;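 active means percentage of spot-positive cells more than 3 SD above its plate mean, without a fluorescence outlier flag or 80% toxicity; inconclusive means no clear call, values can overlap the other calls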;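 further: spot-positive cell cutoff set from DMSO-treated cells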
Yfh1-off respiration: enhancers of respiration in Yfh1-depleted yeast, dose response, Friedreich's ataxia, plus single-dose screen (AID 1465); S. cerevisiae Yfh1-off respiration, WST-1 reduction, 72 h; higher fold induction means a stronger effect; fold induction at 50 µM; hits with a dose series show EC50 in µM; hit rate 0.074% among 220,000;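 active means fold induction of absorbance versus untreated yeast above a set limit, then at least 30% activation at any dose in follow-up; inconclusive means repeats straddling the limit, or above it without dose testing; inactive means fold induction below the set limit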;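 further: activators that raise dye reduction in frataxin-depleted yeast; strong numbers were not always called active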
P. falciparum M1AAP: malaria alanyl aminopeptidase activity blockers – biochemical, fluorogenic H-Leu-NHMec substrate, 1536-well (AID 1445) | recombinant M1AAP, H-Leu-NHMec fluorogenic kinetic assay; higher % means a stronger effect | inhibition, % at 30 µM, or IC50 in µM where a hit was titrated | hit rate 0.42% among 220,000;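 active means primary inhibition above the hit cutoff, then over 50% inhibition at one or more dose response concentrations, cut at about 23% in these data, passing the limit was not always enough; inconclusive means conflicting primary data, or primary hits not chosen for dose response; inactive means low primary inhibition, or under 50% at every dose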;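 further: plate controls were DMSO full reaction for no effect and no enzyme background for full effect; strong numbers were not always called active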
bCat nuc transl: modulators of beta-catenin nuclear translocation; HeLa beta-catenin nuclear translocation, immunofluorescence imaging; nuclear translocation activity, % at 5 µM; hit rate 0.3% among 190,000; AID 1665;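 active means nuclear translocation activity above 50% at 5 µM, with a well cell count of 50 or more; inconclusive means wells under 50 cells across six images, flagged as toxic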;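 further: per-cell ratio of nuclear to cytoplasmic median beta-catenin stain intensity; plate controls were DMSO negative control for no effect and GSK-3 inhibitor IX positive control for full effect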
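Read-out: Nuclear/cytoplasmic beta-catenin signal ratio, % activation | Assay system: Human HeLa cell line | Times: 24 h compound exposure at 37°C, 5% CO2 | Signal: Fluorescence imaging of beta-catenin antibody stain plus DAPI | Dosing: 5 µM primary, 0.02–20 µM confirmation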
MT stabilizer: microtubule stabilizers in HeLa cells; HeLa tubulin immunostaining HCS, 24 h; share of cells brighter than vehicle mean+2SD; hit rate 0.83% among 200,000; % tubulin-high responders, % at 10 µM;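 active means plate Z-score above 3 for both tubulin-high and condensed-nucleus cell shares, with cell loss under 80%, at 10 µM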;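 further: anti alpha tubulin signal scored within the nucleus-defined area of each cell; some results filed as inactive read as strong as hits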
T cell HTS: modulates CD8 T cell binding to vesicles | hit rate 0.068% among 330,000 | calls only at 7 µM | 2C CD8+ T cell-vesicle binding, flow cytometry; stronger effect = lower value;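 active means response, share of CD8 T cells binding vesicles, and their 90th percentile fluorescence all below set limits, cut at about 80% in these data, passing the limit was not always enough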
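Incubation: binding step 1.5 h, 37 °C, antibody labelling 20 min, ice; system: murine 2C transgenic CD8+ T lymphocytes; technique: cytometric PE anti-B7-1 and Alexa647 anti-CD8 signals after 1% paraformaldehyde fixation; also added: QL9-charged Drosophila Ld/ICAM-1/B7-1 vesicles; control set: naked versus QL9-loaded vesicles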
WT yeast gro inh mutant strain: second read-out of WT yeast gro inh, no call of its own (marks repeat the call); inhibition, %; mitochondrial fusion phenotypic screen, mutant strain inhibition
Dynein transport cytoplasmic EGFP: recorded beside Dynein transport, whose call it bears; z-score; measured here: cytoplasmic GR-EGFP intensity; stronger effect = higher value
Dynein transport nuclear GR-EGFP: further read-out of Dynein transport, marked with its call; z-score; measured here: nuclear GR-EGFP intensity;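 lower value marks the stronger effect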
Dynein transport cell count: also measured in Dynein transport; calls as there; z-score; measured here: cell count per field
bCat nuc transl cell count 5 µM: second read-out of bCat nuc transl, no call of its own (marks repeat the call); cell count; measured here: cell count, cytotoxicity flag
T cell HTS vesicle-bound %: recorded beside T cell HTS, whose call it bears; double positive events, %; measured here: CD8+ vesicle-bound cell fraction;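 binding gate set so that unloaded-vesicle control wells show 10% double positive cells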
MT stabilizer Hoechst-high %: recorded beside MT stabilizer, whose call it bears; % Hoechst-high responders; measured here: nuclear condensation Hoechst responders;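 share of cells brighter than vehicle mean plus two SD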
MT stabilizer cytotoxicity %: also measured in MT stabilizer; calls as there; toxicity, %; measured here: cytotoxicity by cell density;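 0% = mean cell density of plate MIN control wells and 100% = no cells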
Autophagy mod cell loss 18 h: recorded beside Autophagy mod, whose call it bears; toxicity, %; measured here: cell loss, nuclei count;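 cell loss after 18 h compound exposure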
An asterisk follows results filed as active; i = inactive; ? = inconclusive; nt = no result given; + = active, no number.

SMILES | Dynein transport | Dynein transport cytoplasmic EGFP | Dynein transport nuclear GR-EGFP | Dynein transport cell count | WT yeast gro inh | WT yeast gro inh mutant strain | M17LAP inhibition | Autophagy mod | Autophagy mod cell loss 18 h | Yfh1-off respiration | P. falciparum M1AAP | bCat nuc transl | bCat nuc transl cell count 5 µM | MT stabilizer | MT stabilizer Hoechst-high % | MT stabilizer cytotoxicity % | T cell HTS | T cell HTS vesicle-bound %
N#CCCn1cc(C(=O)Nc2ccccc2Br)c(-c2cccs2)n1 | -0.49 | -0.29 | 0.26 | 0.47 | -2 | -14 | 10% | i | 36 | i | 3% | 11 | 461 | 6.7 | 1.4 | 14 | i | 58
Cc1ccc(OCC(=O)NS(=O)(=O)c2ccccc2)cc1 | -0.98 | -0.29 | -0.096 | 0.67 | 11 | 5 | 1% | i | 14 | i | 1% | -0.5 | 1476 | 6.4 | 2.6 | 4.2 | i | 54
COc1ccc(C2C(C(C)=O)=C(O)C(=O)N2Cc2cccnc2)cc1 (stereo unspecified) | -0.19 | -0.21 | -0.38 | 0.8 | 13 | 5 | 30% | i | -5 | i | 2% | -1.5 | 1146 | 2.1 | 1.9 | 7.8 | i | 26
O=C(O)CC12CC3CC(C1)CC(n1ncc(NCc4ccccc4Cl)c(Cl)c1=O)(C3)C2 | 1.3 | -0.097 | 0.68 | -1.9 | nt | nt | 24% | nt | nt | i | 6% | -0.6 | 1377 | nt | nt | nt | i | 32
CCn1c(-c2cccn(Cc3ccc(Cl)cc3Cl)c2=O)n[nH]c1=S | -0.46 | -0.28 | -0.013 | 0.45 | 7 | 6 | 3% | i | 27 | i | 4% | 0.7 | 998 | 4.3 | 3.7 | 8.5 | i | 48
CCC(C)(C)C1CCC(=NNS(=O)(=O)c2ccc(C)c([N+](=O)[O-])c2)CC1 (stereo unspecified) | 0.46 | -0.22 | 0.53 | -0.59 | 3 | -8 | 14% | i | -12 | i | 7% | -1.2 | 1241 | 5.0 | 2.4 | 5.4 | i | 49
Cc1nc(-c2ccc3c(c2)CCC(=O)N3)cs1 | 0.12 | -0.23 | 0.11 | -0.36 | nt | nt | 1% | nt | nt | i | 3% | 2.7 | 925 | nt | nt | nt | i | 22
CC(C)Cc1nc2n[nH]c(N)c2c2c1CCCC2 | -0.5 | -0.13 | -0.054 | 0.51 | -9 | -6 | 8% | i | -14 | i | 6% | nt | nt | 3.6 | 1.0 | 0.9 | i | 10
O=C(NCCCNc1ccc(C(F)(F)F)cc1[N+](=O)[O-])c1ccc(F)cc1 | -0.16 | -0.3 | -0.3 | -0.17 | -12 | -8 | 18% | i | -14 | i | -5% | -0.9 | 1015 | 2.3 | 2.8 | 10 | i | 50
CCCn1c(C)cc(C(=O)Cn2nnc3ccccc3c2=O)c1C | -0.97 | -0.37 | -0.51 | 0.95 | -15 | -5 | 7% | i | 7 | i | 6% | nt | nt | 3.1 | 2.7 | 4.5 | i | 29
COC(=O)c1ccc(Cn2c(O)c(N=NC(N)=S)c3ccccc32)o1 | -0.95 | -0.097 | 0.14 | 0.35 | nt | nt | 18% | nt | nt | i | ? | 0.5 | 1222 | nt | nt | nt | i | 54
CCN(CC)C(=O)COc1ccc(/C(C)=N/Nc2ncc(Cl)cc2Cl)cc1 | -1.5 | -0.24 | -0.51 | 0.2 | nt | nt | -2% | nt | nt | i | 5% | -2.6 | 1123 | nt | nt | nt | i | 38
O=C(Cc1ccc(Cl)cc1)N/N=C/c1cccs1 | -0.58 | 0.016 | -0.13 | 1.1 | -3 | -5 | -5% | i | -28 | i | 0% | 0.4 | 1521 | 3.1 | 1.4 | 4.7 | i | 36
O=C(Cn1nc(CNc2ccc(Cl)cc2)[n+]2c1CCCCC2)c1ccc(Cl)cc1 | -0.0012 | 0.079 | 0.19 | -0.33 | 6 | 13 | -6% | i | 5 | i | 10% | 1.5 | 1052 | 2.2 | 2.0 | 11 | i | 14
Cc1cc(NC(=O)CCCn2nc([N+](=O)[O-])c(Cl)c2C)no1 | -0.66 | -0.2 | -0.12 | 1 | -2 | 2 | -7% | + | 10* | i | 0% | 3.9 | 857 | 1.8 | 1.6 | 7.1 | i | 48
N#CCOc1nc(N2CCCC2)nc(N2CCCC2)n1 | 1.1 | 0.071 | 0.9 | 0.4 | 0 | -7 | 1% | i | -3 | i | 14% | nt | nt | 1.5 | 1.2 | 4.7 | i | 18
CCOC(=O)N1c2ccccc2Sc2ccccc21 | 1 | -0.16 | 1.1 | -1 | 3 | -17 | nt | i | -7 | i | nt | 1.0 | 967 | 4.6 | 4.5 | 1.8 | i | 62
O=C(NCc1ccco1)c1cccc(Nc2nc3ccc(Br)cc3[nH]2)c1 | -0.36 | 0.36 | 0.3 | 0.7 | -1 | -14 | 7% | i | -34 | i | -2% | -0.4 | 1020 | 2.2 | 2.0 | 9.9 | i | 27
Cc1cccc(NC(=O)c2cnc3scc(C)n3c2=O)c1 | 0.22 | -0.029 | 0.2 | -0.92 | -18 | 9 | 3% | i | 6 | i | 9% | -3.2 | 1183 | 2.6 | 2.7 | 4.9 | i | 32
O=Cc1sc(Nc2ccccc2)nc1Cl | -0.096 | 2.6 | -0.22 | -0.22 | -13 | 0 | 9% | i | -3 | i | 7% | 11 | 1065 | 3.0 | 1.4 | 0.4 | i | 1
Cc1ccc(C(=O)NCCNc2ccc([N+](=O)[O-])cc2C(F)(F)F)cc1 | 0.26 | -0.22 | 0.18 | 0.23 | -2 | 2 | 6% | i | -8 | i | 17% | 2.0 | 730 | 1.6 | 3.0 | 16 | i | 51
CCO[C@@H]1OC(C(=O)N2CCN(Cc3ccccc3)CC2)=C[C@H](c2csc3ccccc23)[C@H]1CCCO | -0.31 | -0.31 | 0.11 | 0.57 | 15 | 4 | -3% | i | -2 | i | 1% | -2.4 | 1158 | 5.0 | 1.7 | 7.5 | i | 10
COC(=O)c1ccc(NC(=O)c2ccccc2)o1 | -0.53 | -0.16 | -0.41 | 1.1 | 1 | -6 | 0% | i | -4 | i | 7% | -1.3 | 1427 | 1.0 | 2.1 | 10 | i | 24
CSc1cccc(NC(=S)N2CCCN(Cc3ccccc3F)C2)c1 | 1.3 | -0.25 | 0.88 | -0.9 | 18 | 16 | 1% | i | 20 | i | 15% | -2.6 | 1114 | 4.2 | 1.9 | 12 | i | 26
Cc1ccccc1-c1nc2sc(-c3ccccc3)cc2c(=O)o1 | -0.89 | -0.13 | -0.12 | 1.6 | nt | nt | 9% | i | -24 | i | 1% | nt | nt | 3.1 | 1.9 | 8.6 | i | 39
Cn1cc(/C=N\O)nc2c(=O)n(-c3ccccc3)c(=O)nc1-2 | -0.25 | -0.34 | -0.19 | 0.15 | -6 | 16 | 7% | i | 2 | i | 9% | -1.2 | 1543 | 8.1 | 1.2 | 3.1 | i | 31
Clc1ccc(Cl)c(-c2ccc(/C=N/c3ncn[nH]3)o2)c1 | -0.21 | -0.2 | 0.15 | -0.18 | 18 | -6 | 3% | i | -16 | i | 16% | -3.2 | 925 | 5.0 | 2.8 | 7.2 | i | 35
CS(=O)(=O)Nc1ccccc1C(=O)NCCSCc1ccccc1 | -0.91 | -0.27 | -0.26 | 0.62 | 7 | 3 | -6% | i | 8 | i | 4% | -0.2 | 970 | 3.0 | 1.6 | 5.8 | i | 54
CCOc1ccc(C(=O)NC(=S)NCc2cccnc2)cc1[N+](=O)[O-] | -0.12 | -0.0014 | -0.42 | 0.35 | 1 | -14 | 4% | i | 13 | i | 6% | -1.5 | 582 | 2.2 | 2.0 | 4.7 | i | 43
CC1(C)CCCC2=C1CC1C(=O)N(Cc3cccnc3)C(=O)C1C2 (stereo unspecified) | -0.06 | -0.43 | 0.11 | -0.3 | 7 | 3 | 1% | i | 3 | i | 0% | -2.1 | 1046 | 2.1 | 1.5 | 4.4 | i | 14
COc1nc2c(c(-c3cc(Br)cs3)c1C#N)Cc1ccccc1-2 | 1.1 | -0.27 | 0.38 | 0.1 | nt | nt | -6% | nt | nt | i | 1% | 1.2 | 1004 | nt | nt | nt | i | 17
c1ccc(-n2nnnc2Sc2n[nH]c(-c3ccncc3)n2)cc1 | 0.16 | -0.47 | -0.083 | 0.11 | 7 | 20 | 6% | i | 3 | i | 8% | -12 | 1294 | 2.2 | 2.6 | 9.1 | i | 30
CC(=O)C(C)Oc1ncn(-c2ccccc2)n1 (stereo unspecified) | -0.45 | -0.099 | 0.065 | 0.77 | -24 | -8 | 71% | i | 2 | i | 0% | -5.1 | 1177 | 2.6 | 1.9 | 12 | i | 21
